Source: PubChem BioAssay (several laboratories)
STAT1 blocker: STAT1 signaling inhibitors, primary screen, cell-based, HTS, luciferase reporter; 200,000 tested, 0.35% active; NIH 3T3 STAT1-luciferase reporter, IFN-gamma, luminescence; inhibition, % at 5.5 µM; AID 920, 2007;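 active means inhibition above a set limit, the mean inhibition across all tested compounds plus 3 SD, cut at about 34% in these data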;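 further: 0% = IFN-gamma with DMSO and 100% = IFN-gamma with 300 µM nifuroxazide; values of inactives mirror those of a sister screen read the other way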
APP transl inh: inhibitors of APP translation via 5'UTR reporter, primary screen, APP 5'UTR luciferase, SH-SY5Y cells; AID 1285, 2008; 190,000 tested, 0.82% active; inhibition, % at 2 µM; SH-SY5Y APP 5'UTR-luciferase reporter, luminescence;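 active means inhibition above a set limit, derived from the sample mean plus 3 SD, cut at about 45% in these data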; further: values of inactives mirror those of a sister screen read the other way
STAT3 activator: IL-6 driven STAT3 reporter potentiators, primary screen, U3A cells, luciferase, luminescence, MLSCN library | AID 871, 2007 | 190,000 tested, 0.91% active | activation (% of control), % at 5.6 µM | IL-6 STAT3-luciferase reporter; 100% = signal with IL-6 EC80 alone;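 active means activation above the screen-wide mean of compound activation plus 3 SD, cut at about 130% in these data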;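 further: 0% = background luminescence of wells with medium and substrate only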
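Assay system – human STAT1-deficient U3A cells with stable STAT3-luciferase reporter · Also added – IL-6 (33 ng/mL) · Schedule – compound 1 h, then IL-6 6 h at 37 °C · Technique – reporter luminescence signal · Evaluation – % activation versus median of IL-6-stimulated wells · Benchmarks – IL-6-only wells as 100% reference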
TLR4 MyD88 comp: inhibitors of TLR4-MyD88 association in cells, primary screen, cell-based, HeLa CL3-4, BLA complementation, FRET ratio. Toll-like receptor 4 (Homo sapiens) + Myeloid differentiation primary response protein …. HeLa CL3-4 TLR4/MyD88 BLA complementation. inhibition, % at 8.4 µM. 200,000 tested, 0.18% active; in the data active means inhibition above about 25%;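 further: 0% = vehicle and 100% = reference inhibitor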
Target sequence (O00206 whole entry, looked up): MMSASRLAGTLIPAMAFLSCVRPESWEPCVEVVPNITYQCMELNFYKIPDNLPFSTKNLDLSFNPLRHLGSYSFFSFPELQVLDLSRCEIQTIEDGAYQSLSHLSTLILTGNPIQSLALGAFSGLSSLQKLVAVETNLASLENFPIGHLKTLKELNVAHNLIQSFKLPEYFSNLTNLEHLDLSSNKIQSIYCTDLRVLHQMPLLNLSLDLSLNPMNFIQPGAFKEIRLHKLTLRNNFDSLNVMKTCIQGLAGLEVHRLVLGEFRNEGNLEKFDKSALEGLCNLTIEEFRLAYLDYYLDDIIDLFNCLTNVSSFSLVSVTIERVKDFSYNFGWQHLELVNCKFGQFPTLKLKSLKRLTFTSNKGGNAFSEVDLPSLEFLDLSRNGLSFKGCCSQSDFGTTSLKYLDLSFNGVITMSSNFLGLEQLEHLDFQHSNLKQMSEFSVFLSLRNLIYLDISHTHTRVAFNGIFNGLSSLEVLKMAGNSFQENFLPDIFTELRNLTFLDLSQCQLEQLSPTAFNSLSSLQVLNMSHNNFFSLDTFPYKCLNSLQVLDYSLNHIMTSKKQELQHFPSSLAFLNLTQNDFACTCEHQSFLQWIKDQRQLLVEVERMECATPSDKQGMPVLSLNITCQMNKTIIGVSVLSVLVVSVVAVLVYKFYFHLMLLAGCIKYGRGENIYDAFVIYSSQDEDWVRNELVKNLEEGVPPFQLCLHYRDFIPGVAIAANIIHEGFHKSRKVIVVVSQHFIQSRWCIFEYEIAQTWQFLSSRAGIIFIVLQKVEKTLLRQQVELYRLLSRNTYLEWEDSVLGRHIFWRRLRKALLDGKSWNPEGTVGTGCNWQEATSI
Target sequence (Q99836 whole entry, looked up): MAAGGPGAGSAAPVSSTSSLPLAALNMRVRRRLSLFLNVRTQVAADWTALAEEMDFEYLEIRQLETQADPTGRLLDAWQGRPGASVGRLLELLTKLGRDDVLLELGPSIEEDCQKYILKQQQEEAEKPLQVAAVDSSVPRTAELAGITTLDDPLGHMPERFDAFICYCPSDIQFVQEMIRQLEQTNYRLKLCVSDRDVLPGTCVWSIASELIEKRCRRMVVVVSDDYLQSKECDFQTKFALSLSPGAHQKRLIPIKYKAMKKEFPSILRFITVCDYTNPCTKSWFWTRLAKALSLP
STAT3 blocker: IL-6 driven STAT3 reporter inhibitors, primary screen, U3A cells, luciferase, luminescence, MLSCN library; 190,000 tested, 0.89% active; AID 862, 2007; IL-6 STAT3-luciferase reporter; host cell line lacks STAT1; inhibition, % at 5.5 µM;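 active means inhibition above the mean inhibition across all screened compounds plus 3 SD, cut at about 44% in these data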;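 further: 0% = DMSO only wells and 100% = 100 µM nifuroxazide control wells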
Hsp70 act: Hsp70 transcriptional activators, primary screen, cell-based, HeLa, Hsp70 promoter luciferase, luminescence, 10 µM; HeLa Hsp70 promoter luciferase reporter; scaled: vehicle 0, proteasome-inhibitor control 100%; 200,000 tested, 0.04% active; activation, % at 10 µM;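 active means activation above the mean across all tested compounds plus 3 SD, cutoff set per campaign, cut at about 5.5% in these data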;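 further: 100% = MG132 at 30 µM as the positive control and 0% = DMSO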
STAT1 act: STAT1 signaling activators, primary screen, cell-based, HTS, luciferase reporter; NIH 3T3 STAT1-luciferase reporter, IFN-gamma, luminescence; 100% = IFN-gamma alone, no compound; activation (% of control), % at 5.5 µM; 200,000 tested, 2.6% active; AID 932, 2007;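 active means activation above the screen-wide mean activation plus 3 SD, cut at about 130% in these data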;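 further: raw ratio to IFN-gamma control signal so 100% means no change and 0% no light; values of inactives mirror those of a sister screen read the other way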
Diaph act CS: compounds boosting diaphorase resazurin reduction – biochemical, uHTS, resorufin fluorescence, counter-screen for diaphorase-coupled primary assays, primary screen; 190,000 tested, 0.005% active; Diaphorase/resazurin coupled assay, 16 min; hits give high values; 1 = vehicle wells, 0 = NADH-free wells; activation factor at 20 µM;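 active means diaphorase activity raised at least twofold by the compound at 20 µM; inactive means activation factor below 2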
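Material: purified diaphorase enzyme from Clostridium kluyveri; Also added: 0.114 mM NADH and 0.1 mM resazurin, final amounts; Doses: single compound dose of 20 µM, 1% DMSO final; Times: 16 min enzyme reaction, ambient temperature; Detection: resorufin fluorescence, excitation 544 nm, emission 590 nm; Measure: increased resorufin signal from activators or reducing compounds.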
G6PDH counter: L. mesenteroides G6PDH inhibitors, counter-screen for G6PDH-coupled screening assays, biochemical, Leuconostoc mesenteroides enzyme. glucose-6-phosphate dehydrogenase [Leuconostoc mesenteroides]. Purified L. mesenteroides G6PDH, diaphorase/resazurin coupled fluorescence, 45 min. inhibition, % at 5 µM. 200,000 tested, 0.12% active. AID 1020, 2008; in the data active means inhibition above about 50%
Diaphorase inh: diaphorase inhibitors and chemical oxidizers, primary screen, counter-screen for diaphorase-coupled primary assays, biochemical, uHTS, resorufin fluorescence | diaphorase resazurin-to-resorufin fluorescence, NADH, 16 min; bacterial (C. kluyveri) enzyme, not human | 190,000 tested, 0.69% active | inhibition, % at 20 µM;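 active means primary screen inhibition at 20 µM above a set limit, cut at about 50% in these data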;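 further: plate controls were DMSO with full reaction for no effect and wells lacking NADH for full effect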
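Test system: Clostridium kluyveri diaphorase enzyme / Quantity: diaphorase at 0.14 U/mL in enzyme working solution / Incubation: 16-min room-temperature incubation before reading / Benchmarks: NADH-free wells as positive control, DMSO-only neutral wells / Signal: resorufin fluorescence 544/590 nm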
* hit, by the source's call; · = no result given.

Key to letters: A = STAT1 blocker; B = APP transl inh; C = STAT3 activator; D = TLR4 MyD88 comp; E = STAT3 blocker; F = Hsp70 act; G = STAT1 act; H = Diaph act CS; I = G6PDH counter; J = Diaphorase inh
> CN(C)C(=O)N1CCC(C(=O)NCc2ccc(F)cc2Cl)CC1
  A: -12 | B: -11 | C: 104 | D: -8 | E: 0 | F: -0.3 | G: 110 | H: 0.9 | I: 7 | J: 6

> O=C(Nc1ccc2nc[nH]c2c1)c1ccco1
  A: -23 | B: -41 | C: 103 | D: -7 | E: 2 | F: 0.0 | G: 121 | H: 1 | I: 0 | J: -3

> N#CC(C(N)=O)=C1CCC2(CC1)OCCCCO2
  A: 10 | B: -8 | C: 93 | D: 5 | E: 11 | F: -0.1 | G: 91 | H: 0.9 | I: -2 | J: 11

> CN(Cc1ccon1)Cc1cn(C)nc1-c1ccc2c(c1)OCCO2
  A: 7 | B: 11 | C: 103 | D: 3 | E: 2 | F: -0.1 | G: 93 | H: 1 | I: 7 | J: 1

> CC(=O)NC1(C(F)(F)F)N=C(c2ccccc2)NC1=O (centres undefined)
  A: -1 | B: -17 | C: 92 | D: -1 | E: 9 | F: -0.1 | G: 101 | H: 0.9 | I: 1 | J: 6

> Cc1ccc(OCC(=O)c2cc(C)n(-c3ccccc3)c2C)c([N+](=O)[O-])n1
  A: 27 | B: 29 | C: 50 | D: -3 | E: 61* | F: -0.8 | G: 75 | H: 0.8 | I: -20 | J: 20

> CC(C)Oc1ccc(NC(=O)Oc2ccccc2)cc1
  A: -33 | B: -1 | C: 111 | D: -1 | E: -8 | F: 0.1 | G: 130* | H: 1 | I: 7 | J: 0

> CCOC(=O)/C(C#N)=C/c1c(Oc2cccc(C)c2)nc2c(C)cccn2c1=O
  A: 2 | B: 14 | C: 97 | D: -4 | E: 4 | F: -0.5 | G: 98 | H: 1 | I: 6 | J: 4

> Cc1nnc(N/N=C\c2ccc(-c3cccc(C(=O)O)c3)o2)n1N
  A: 1 | B: -20 | C: 96 | D: -10 | E: 10 | F: -0.3 | G: 99 | H: 1 | I: 7 | J: 4

> Cc1ccc2c(c1)NC(=O)C(CC(=O)NCCN(C)C)O2 (centres undefined)
  A: 5 | B: -16 | C: 99 | D: -10 | E: 10 | F: 0.2 | G: 95 | H: 1.1 | I: 5 | J: -6

Key to letters: A = STAT1 blocker; B = APP transl inh; C = STAT3 activator; D = TLR4 MyD88 comp; E = STAT3 blocker; F = Hsp70 act; G = STAT1 act; H = Diaph act CS; I = G6PDH counter; J = Diaphorase inh
> CC(=O)c1cccc(NC=C2C(=O)OC3(CCCCC3)OC2=O)c1
  A: -1 | B: -1 | C: 101 | D: -6 | E: 3 | F: 0.5 | G: 101 | H: 1 | I: 0 | J: 3

> COc1ccc(-n2c(=O)/c(=C\c3cccs3)s/c2=C(/C#N)C(=O)NCCN2CCOCC2)cc1
  A: -8 | B: -4 | C: 101 | D: -1 | E: 2 | F: -0.1 | G: 106 | H: 0.8 | I: 1 | J: 16

> CCOCCCNC(=S)N1C2CCC1CC(NC(=O)Nc1ccc(C(=O)OCC)cc1)C2 (centres undefined)
  A: 6 | B: 15 | C: 99 | D: 1 | E: 6 | F: 0.3 | G: 93 | H: 0.7 | I: 3 | J: 31

> Cc1nn(C)cc1CN(C)C(=O)c1cc2nc(-c3ccco3)cc(C(F)(F)F)n2n1
  A: -4 | B: 1 | C: 87 | D: 12 | E: 20 | F: -0.4 | G: 104 | H: 1 | I: 12 | J: -2

> CCc1ccc(N2CC(C(=O)Nc3cc(C)on3)CC2=O)cc1 (centres undefined)
  A: -7 | B: -5 | C: 106 | D: 3 | E: 0 | F: 0.1 | G: 105 | H: 0.9 | I: 8 | J: 12

> COc1ccc(-c2ccc(/C=C3/C(=N)N4C(C)=CSC4=NC3=O)o2)c([N+](=O)[O-])c1
  A: -7 | B: 0 | C: 104 | D: 12 | E: 4 | F: 0.4 | G: 106 | H: 0.7 | I: 18 | J: 26

> O=[N+]([O-])c1ccc(N2CCN(C(=S)NC3CCCCC3)CC2)cc1
  A: 15 | B: 0 | C: 72 | D: -10 | E: 35 | F: -0.1 | G: 87 | H: 0.8 | I: 14 | J: 16

> CC1(C)Cc2c(sc3c2c(=N)n(Cc2ccco2)c(=O)n3CC(=O)Nc2cccc(Cl)c2)CO1
  A: -6 | B: 2 | C: 113 | D: 5 | E: -8 | F: -0.2 | G: 106 | H: 0.6 | I: 11 | J: 38

> Cc1ccc(S(=O)(=O)N2CCCCC2)cc1NC(=O)COC(=O)c1c(F)cccc1F
  A: 5 | B: -10 | C: 99 | D: -10 | E: 1 | F: 0.7 | G: 95 | H: 1.2 | I: 12 | J: -17

> O=C(CCCN1C(=O)c2ccccc2C1=O)Nc1cccnc1
  A: 1 | B: 24 | C: 96 | D: 18 | E: 8 | F: -0.3 | G: 101 | H: 1 | I: 5 | J: 4

Key to letters: A = STAT1 blocker; B = APP transl inh; C = STAT3 activator; D = TLR4 MyD88 comp; E = STAT3 blocker; F = Hsp70 act; G = STAT1 act; H = Diaph act CS; I = G6PDH counter; J = Diaphorase inh
> NC(=O)C1CCN(CC(=O)Nc2cccnc2Cl)CC1
  A: -6 | B: -14 | C: 102 | D: 1 | E: 2 | F: 0.1 | G: 104 | H: 1 | I: 11 | J: -1

> COc1ccc(/C=N/NC(=O)COc2cc(C)cc(C)c2)cc1COC(C)=O
  A: 7 | B: 17 | C: 106 | D: -9 | E: -6 | F: -0.2 | G: 93 | H: 1 | I: -1 | J: 2

> COC(=O)c1cc([N+](=O)[O-])c(-n2cncn2)c([N+](=O)[O-])c1
  A: -3 | B: -16 | C: 102 | D: 10 | E: 2 | F: -0.3 | G: 101 | H: · | I: 13 | J: ·

> COc1ccc(-c2csc(NC(=O)C3CC(=O)N(Cc4ccco4)C3)n2)cc1 (centres undefined)
  A: 6 | B: -15 | C: 97 | D: -8 | E: 11 | F: -0.1 | G: 94 | H: 0.9 | I: 3 | J: 14

> Cc1cc(C(=O)Nc2ccccc2)oc1C
  A: -60 | B: -98 | C: 91 | D: -7 | E: 15 | F: -0.1 | G: 155* | H: 1.1 | I: 8 | J: -10

Entries listed above shown as hits in STAT1 act.
| structure | STAT1 blocker | APP transl inh | STAT3 activator | TLR4 MyD88 comp | Hsp70 act | STAT1 act |
| --- | --- | --- | --- | --- | --- | --- |
| CC(C)Oc1ccc(NC(=O)Oc2ccccc2)cc1 | -33 | -1 | 111 | -1 | 0.1 | 130* |
| Cc1cc(C(=O)Nc2ccccc2)oc1C | -60 | -98 | 91 | -7 | -0.1 | 155* |

Of the compounds above, 6 contain a halogen:
Key to letters: A = STAT1 blocker; B = APP transl inh; C = STAT3 activator; D = TLR4 MyD88 comp; E = STAT3 blocker; F = Hsp70 act; G = STAT1 act; H = Diaph act CS; I = G6PDH counter; J = Diaphorase inh
> CN(C)C(=O)N1CCC(C(=O)NCc2ccc(F)cc2Cl)CC1
  A: -12 | B: -11 | C: 104 | D: -8 | E: 0 | F: -0.3 | G: 110 | H: 0.9 | I: 7 | J: 6

> CC(=O)NC1(C(F)(F)F)N=C(c2ccccc2)NC1=O (centres undefined)
  A: -1 | B: -17 | C: 92 | D: -1 | E: 9 | F: -0.1 | G: 101 | H: 0.9 | I: 1 | J: 6

> Cc1nn(C)cc1CN(C)C(=O)c1cc2nc(-c3ccco3)cc(C(F)(F)F)n2n1
  A: -4 | B: 1 | C: 87 | D: 12 | E: 20 | F: -0.4 | G: 104 | H: 1 | I: 12 | J: -2

> CC1(C)Cc2c(sc3c2c(=N)n(Cc2ccco2)c(=O)n3CC(=O)Nc2cccc(Cl)c2)CO1
  A: -6 | B: 2 | C: 113 | D: 5 | E: -8 | F: -0.2 | G: 106 | H: 0.6 | I: 11 | J: 38

> Cc1ccc(S(=O)(=O)N2CCCCC2)cc1NC(=O)COC(=O)c1c(F)cccc1F
  A: 5 | B: -10 | C: 99 | D: -10 | E: 1 | F: 0.7 | G: 95 | H: 1.2 | I: 12 | J: -17

> NC(=O)C1CCN(CC(=O)Nc2cccnc2Cl)CC1
  A: -6 | B: -14 | C: 102 | D: 1 | E: 2 | F: 0.1 | G: 104 | H: 1 | I: 11 | J: -1
